# p-CIP stab down – p/CIP protein destabilization; Q05BA5; AID 1984; F442A p/CIP-EGFP cells, EGFP fluorescence, 16 h; 290,000 compounds, 0.01% hits; decrease of EGFP signal, % at 10 µM;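 active = EGFP signal decrease of at least 30% at 10 µM or well 3 SD below plate mean, unless failing retest; inactive = the rest, including hits failing retest or dose response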; note: some compounds called inactive have numbers as strong as hits; many of its hits are not listed in these tables
# VIM-2 inhibitor – inhibitors of Pseudomonas aeruginosa VIM-2 metallo-beta-lactamase | AID 1527 | inhibition, % at 5.6 µM | purified VIM-2, nitrocefin hydrolysis, epi-absorbance fluorescence | 290,000 compounds, 0.89% hits;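 active = inhibition above the mean of all tested compounds plus 3 SD, cutoff set per screening run, cut at about 7.5% in these data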;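 note: red hydrolysis product quenches plate fluorescence so inhibitors raise well fluorescence; 0% = enzyme with DMSO and 100% = DMSO without enzyme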
# SUMO HTRF inh – SUMOylation inhibition; HTRF SUMOylation assay, SAE1/SAE2 + UBC9, in vitro; inhibition, % at 35 µM; P63279; 290,000 compounds, 0.36% hits; in the data active = inhibition above about 50%, passing the limit was not always enough; note: strong numbers were not always called active
# Target sequence (P63279 whole entry, looked up): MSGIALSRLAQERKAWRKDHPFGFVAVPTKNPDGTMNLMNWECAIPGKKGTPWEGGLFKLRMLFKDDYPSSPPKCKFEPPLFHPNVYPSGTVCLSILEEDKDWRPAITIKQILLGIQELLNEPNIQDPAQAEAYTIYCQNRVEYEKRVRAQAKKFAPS
# IDE inh – inhibits human insulin-degrading enzyme in HEK cells; P14735; FAbetaB cleavage, fluorescence polarization; inhibition, % at 5.59 µM; 320,000 compounds, 0.41% hits; AID 434962;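 active = percent inhibition above the average of all tested compounds plus 3 SD, set per screening campaign, cut at about 16% in these data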;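 note: IDE supplied by intact live HEK cells; FP after avidin binding of uncleaved biotin substrate so inhibition keeps polarization high; 0% = DMSO wells and 100% = 60 µM reference IDE inhibitor Ii1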
# IDE cell activ – IDE (human) activation, cell-based. 340,000 compounds, 0.073% hits. HEK cells, FAbeta-B cleavage, fluorescence polarization; 0% vehicle, 100% cell-free pure enzyme wells. activation, % at 5.96 µM. P14735;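 active = activation above the mean of all tested compounds plus 3 SD, set per screening campaign, cut at about 17% in these data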
# IMP-1 inhibitor – blocks Pseudomonas aeruginosa IMP-1 metallo-beta-lactamase; inhibition, % at 5.6 µM; 290,000 compounds, 0.45% hits; purified IMP-1, nitrocefin hydrolysis, epi-absorbance fluorescence; AID 1556;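 active = inhibition above the mean plus 3 SD of all compounds in the same screening run, cut at about 4.5% in these data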;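 note: 0% = IMP-1 with DMSO and 100% = DMSO wells lacking enzyme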
#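 system = purified recombinant IMP-1 beta-lactamase | amount = 0.2 nM IMP-1, as dispensed | medium = HEPES buffer pH 7.1 with ZnSO4 and Brij 35 | times = 25 °C, 15 min preincubation, 25 min reaction | detection = plate fluorescence quenching by hydrolysis product, ex 480/em 530 nm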
# CRFBP-R2 block – CRF-BP/CRF-R2 complex antagonism; HEK293 CRF-R2/CRF-BP, CRF-induced calcium fluorescence; inhibition, % at 11.8 µM; 350,000 compounds, 0.59% hits; AID 588475;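 active = inhibition of the ligand-induced calcium signal above about 50% at the single tested concentration, limit read from the data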
# GalR3 antag – blocks the human galanin receptor 3. O60755. HEK293 GalR3-CNG cAMP membrane potential fluorescence; galR3 body fused to GalR1 C-terminus. inhibition, % at 3 µM. 360,000 compounds, 0.44% hits. AID 651719;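 active = inhibition above the screen-wide average plus 3 SD, cut at about 13% in these data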;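 note: forskolin and galanin both at EC90 stimulate the cells; cAMP rise reported by CNG channel membrane potential dye signal; 0% = forskolin plus galanin with DMSO and 100% = forskolin alone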
# Target sequence (O60755 1-299 limits assumed): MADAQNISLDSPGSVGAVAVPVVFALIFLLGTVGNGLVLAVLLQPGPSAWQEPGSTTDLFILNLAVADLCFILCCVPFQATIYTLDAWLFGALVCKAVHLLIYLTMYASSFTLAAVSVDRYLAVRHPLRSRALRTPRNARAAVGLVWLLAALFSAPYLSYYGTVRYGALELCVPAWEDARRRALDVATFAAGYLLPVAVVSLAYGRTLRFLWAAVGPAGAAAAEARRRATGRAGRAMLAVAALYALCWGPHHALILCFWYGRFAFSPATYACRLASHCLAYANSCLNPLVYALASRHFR
# NS3 helicase inh – blocks Hepatitis C virus NS3 helicase unwinding; NS3 helicase DNA unwinding, Cy5 molecular beacon fluorescence; inhibition, % at 10.9 µM; 290,000 compounds, 0.56% hits;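 active = inhibition above the mean of all tested compounds plus 3 SD, set per campaign, cut at about 35% in these data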;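 note: 0% = DMSO wells and 100% = thioflavine S control wells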
#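 Compound dosing – single dose, 10.9 µM nominal final, DMSO 0.8% final · System – NS3 helicase fragment of HCV · Buffer or medium – MOPS pH 6.5, MgCl2, DTT, Tween20, BSA · Signal – Cy5 beacon fluorescence read at start and 1 h · Also added – annealed dual-labelled DNA beacon duplex, ATP-started · Schedule – 1 h at 25 °C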
# * marks the source's active call; other numbers are inactive results; . = not tested or not shown; & = joins results of further samples. Compounds as they come, and some 3.2% of all compounds hit somewhere here.
SMILES,p-CIP stab down,VIM-2 inhibitor,SUMO HTRF inh,IDE inh,IDE cell activ,IMP-1 inhibitor,CRFBP-R2 block,GalR3 antag,NS3 helicase inh
Cc1cccn2c(=O)c3cc(C#N)c(=NC(=O)c4ccccc4)n(Cc4ccco4)c3nc12,.,.,.,-1.9,-3.4&-2.8,.,-6.6&-2.2,0.0,.
CCOc1cc(C)nc(N2CCN(C3CCCCC3)CC2)n1,-12.7,-2.1,4.6,5.4,6.0,-0.2,-7.0,-2.5,-1.9
COc1ccccc1CN(C)C(=O)c1sccc1-c1ccccc1,-6.2,-2.2,10.3,6.0,-4.7,-4.2,3.4,-3.0,-0.1
COc1cc(C)c(S(=O)(=O)n2nnc3ccccc32)cc1C,0.2,3.0,1.3,7.8,0.0,1.3,19.4,4.9,1.7
CN(C)C(CNC(=O)CNC(=O)c1ccc(Br)cc1)c1ccccc1 (stereo not given),7.5,-4.1,0.5,4.1,-2.0,-4.1,-7.7,-0.6,-8.7
COc1ccc(CNC(=O)c2cc(-c3cc(C)ccc3O)n[nH]2)cc1,-3.2,-2.3,0.3,-6.7,-0.7,-2.4,12.2,-5.4,19.7
Cc1sc2c(c1C)c(=O)nc1scc(CC(=O)O)n12,-4.4,2.5,16.7,-2.0,-0.5,-0.8,-8.0,-4.6,28.5
COc1ccc(-n2c(SC)nc(O)cc2=O)cc1,-15.8,-5.6,-4.5,0.8,-0.6,-5.9,9.0,-6.8,9.7
CCN(CC)CCNC(=O)CCn1c(=S)[nH]c2cc3c(cc2c1=O)OCO3,-6.2,1.4,8.7,-0.4,3.4,-3.1,21.4,-4.3,3.4
Cc1sc2ncn(CC(=O)NCc3ccccc3)c(=O)c2c1C,6.0,-1.9,6.7,0.5,7.3,-2.5,3.4,-2.7,2.0
O=c1cc(CSc2nnc(COc3ccccc3)n2-c2ccccc2)c2ccccc2[nH]1,-10.9,-2.1,8.3,4.0,-5.0,-2.3,-51.3,-4.2,-1.9
O=C(CSc1nnc(CNC(=O)c2cccs2)o1)c1ccccc1,3.2,-3.7,-3.8,-0.9,5.0,-3.7,-4.0,-3.8,3.5
CCC(C)[C@H](NC(=O)NCCCOC(C)C)C(=O)OC (stereo not given in full),-9.7,-4.3,-0.2,-1.2,2.5,-1.8,7.0,-6.6,2.5
c1ccc(CSC2=NCCS2)cc1,-10.8,-2.1,13.5,-0.1,-4.0,-2.6,13.9,4.9,-2.8
Cc1c([N+](=O)[O-])cc(C(=O)N2CCOCC2)cc1[N+](=O)[O-],-4.9,-1.7,2.2,-7.0,-2.2,-0.9,-8.1,-1.7,-15.6
COc1ccc(CCCc2nnc(SCC(=O)Nc3cc(C)c(C)cc3Br)o2)cc1,-5.9,-2.1,-7.8,3.7,-0.5,-0.5,5.5,-4.5,-18.2
CCC(=O)Nc1ccc(NCc2cccs2)cc1,1.1,0.8,-11.2,-0.7,4.4,1.3,-1.7,-7.6,7.2
O=C(Nc1ccc(F)cc1F)NC1CCN(Cc2c(F)cccc2Cl)CC1,2.7,-1.4,-5.6,-9.7,4.6,-2.1,1.1,-2.8,13.8
CC(=O)Oc1ccccc1C1OC(=O)c2ccccc2N1C(C)=O (stereo not given),-5.4,-1.8,-8.5,-3.6,2.0,-3.8,-2.9,-2.2,-1.9
COc1ccc(-n2c(O)c(C=NC3CC3)c(=O)[nH]c2=O)cc1,-14.9,-1.6,11.1,3.5,3.2,-1.4,-1.2,-0.2,4.0
COc1cccc(OC)c1C(=O)N1CCN(Cc2ccccc2C)CC1,3.9,-0.2,8.2,-1.1,2.2,-3.1,-12.5,-0.3,3.6
O=C(O)CC1S/C(=N\N=C/c2ccccc2)N(c2ccc(O)cc2)C1=O (stereo not given),-4.2,0.8,19.2,0.1,0.9,-2.2,-0.9,-0.7,6.7
Cc1cc(NC(=O)/C=C/c2ccc(F)cc2)n(-c2nc3ccccc3[nH]2)n1,5.7,-0.6,-5.6,5.3,3.4,0.9,-32.0,6.6,10.6
O=C(NNC(=S)NCc1ccc(Cl)cc1)c1ccc(Br)o1,-1.4,-2.6,-56.6,4.3,2.1,-3.7,-1.2,-3.2,4.9
CCOC(=O)C1=C(CCc2ccccc2)NC(=O)NC1c1ccc(C#N)cc1 (stereo not given),.,.,.,0.0,-4.2,.,-6.0,-1.2,.
O=C1CSc2ccc(C(=O)O)cc2N1,1.5,-1.3,-15.0,-3.5,3.9,-3.4,2.4,-4.8,-8.8
Cc1cc(Br)cc2cn[nH]c12,5.1,-0.5,-20.9,-1.0,-0.8,0.1,-8.5,4.5,6.0
N#CC1=C(N)Oc2n[nH]c(-c3cccs3)c2C1c1cccnc1 (stereo not given),-5.9,1.8,27.6,4.3,-3.0,-2.2,-19.8,1.1,14.4
COc1cccc(NC(=O)N2C3CCCC2CC(NC(C)=O)C3)c1 (stereo not given),-14.9,-1.5,-2.5,5.7,-3.8,-1.2,-5.1,-6.9,2.0
CC1(C)CC(NC(=O)COc2cc3oc(=O)c4c(c3cc2Cl)CCC4)CC(C)(C)N1,-1.2,33.9*,3.7,-4.4,0.8,0.2,-8.2,-0.3,-1.6
Cc1ccc(N2CC(C)Cn3c2nc2c3c(=O)[nH]c(=O)n2C)cc1 (stereo not given),-10.0,5.0,2.8,.,3.3,0.0,4.3,-11.6,5.6
Cc1cc(Cl)c(S(=O)(=O)NC2CCCCC2)cc1OCC(=O)Nc1nncs1,-1.9,-0.3,-6.2,-1.6,-3.9,-3.0,1.7,-1.4,-14.6
CC(C)COc1ccc(-c2nn(-c3ccccc3)cc2CO)cc1,-22.6,-3.0,-19.9,-1.8,4.2,-2.7,-12.5,-12.7,-19.1
CC1C(=O)N2CCCc3cc(NS(C)(=O)=O)cc1c32 (stereo not given),-1.3,-0.3,-3.6,2.6,-0.8,-1.5,-20.2,-8.7,0.3
Cc1ccc2nc3c(cc(C#N)c(=O)n3-c3nccs3)c(=O)n2c1,2.6,7.5,27.4,2.5,-4.5,0.3,-3.0,-2.9,1.6
CSCCC(NS(=O)(=O)c1ccc(Cl)cc1)C(=O)OCC(=O)N1CCCc2ccccc21 (stereo not given),-3.6,-1.6,-25.7,2.0,0.8,0.1,-6.3,-6.2,-11.9
CCOc1ccc(C(F)(F)F)cc1NC(=O)COc1ccc(C(F)(F)F)cc1[N+](=O)[O-],-9.4,-1.3,2.0,1.1,3.2,-2.1,8.1,-3.2,-2.3
CCCCNC(=S)Nc1ccc2nc(N3CCN(CC)CC3)cc(C)c2c1,-9.2,0.1,12.5,0.4,-2.6,-3.1,-11.2,-11.3,-68.9
CCCn1c(NC(=O)c2cccc(C)c2C)nc2ccccc21,-1.4,-5.3,35.6,-1.6,7.7,-4.1,0.7,.,6.5
COc1ccc(C(=O)Cn2nc(CNc3ccc(Br)cc3)[n+]3c2CCCCC3)cc1,-2.1,-0.2,11.2,9.0,4.9,-0.5,26.2,-0.3,-40.6
Cc1cc(C(=O)COC(=O)c2ccc(N)c([N+](=O)[O-])c2)c(C)n1Cc1ccc2c(c1)OCO2,-9.6,-0.1,19.6,-4.2,1.4,-2.5,-7.5,-3.7,-10.9
Cc1ccc(CNC(=O)c2ccc(S(=O)(=O)N(C)C)cc2)n1C,1.2,-2.6,-2.2,-0.6,5.7,-2.7,-3.1,-6.0,-1.3
CCOC(=O)CC/C(=N\NC(N)=O)c1ccc(OC)c(Cl)c1,.,.,.,0.3,-2.5,.,14.1,0.9,.
COC(=O)C1=C(C)N(Cc2ccc(OC)cc2)C(=O)/C1=C\c1ccco1,-13.3,-1.1,-15.9,2.1,1.4,-3.6,8.2,-4.0,12.1
COc1cc(O)oc1C=Nc1ccccc1,-21.7,1.1,14.4,5.3,1.8,-1.8,-7.7,10.0,-1.4
CN(C)c1ccc(/C=N/N2CCN(c3ccccn3)CC2)cc1,-14.3,-0.5,8.6,1.1,-0.9,-2.3,4.0,-5.5,-5.5
CCNS(=O)(=O)c1ccc(CCC(=O)NCc2ccccc2)cc1,-13.0,-2.9,15.9,-4.8,5.0,-2.8,-13.6,-5.8,2.9
COc1cc(CN2C(=O)C(NC(=O)c3ccco3)(C(F)(F)F)C3=C2CC(C)(C)CC3=O)cc(OC)c1 (stereo not given),-12.7,-3.7,1.9,2.6,-1.0,-2.9,28.8,0.7,3.2
Cc1ccc(C[n+]2cccc(-c3ccccc3)c2)c(C)c1,-16.3,-3.4,3.9,1.6,-3.8,-1.4,10.3,-2.1,-23.9
COc1cc(-c2nnc3n2N=C(c2ccccc2)CS3)cc(OC)c1OC,-6.4,5.1,10.4,-0.8,0.1,-4.7,14.2,10.2,-5.3
# Additional records:
SMILES,p-CIP stab down,VIM-2 inhibitor,SUMO HTRF inh,IDE inh,IDE cell activ,IMP-1 inhibitor,CRFBP-R2 block,GalR3 antag,NS3 helicase inh
CC(=O)NC(Cc1ccccc1)Cc1ccccc1,6.4,-0.3,-3.1,6.8,2.8,-3.5,14.7,0.0,2.9
O=C(NCc1cccnc1)c1ccc(Cl)c(S(=O)(=O)N2CCOCC2)c1,-13.9,-0.6,8.2,.,-8.6,-2.3,6.2,-4.4,6.1
Cc1cc(=O)oc2cc(OCC(=O)Nc3ccccc3C(=O)O)ccc12,-1.6,-1.0,12.3,-4.1,-3.7,-1.1,-3.0,-8.2,-4.5
COc1ccc(NS(=O)(=O)c2cccs2)cc1S(=O)(=O)N1CCCCC1,.,.,.,-1.4,3.7,.,-1.2,-3.4,.
CC(C)[C@H]1C(=O)Nc2ccccc2N1C(=O)N[C@@H](Cc1ccccc1)C(=O)N[C@H](C(=O)O)c1ccccc1,1.2,-0.7,10.5,8.4,4.0,-2.0,-11.1,1.7,9.7
S=C(NCCc1ccc(Cl)cc1)NC1CCCCC1,11.9,-1.0,-7.5,-3.3,2.2,-3.6,-27.6,-1.6,-9.3
O=C(COC(=O)c1cccnc1Nc1cccc(C(F)(F)F)c1)NCCN1C(=O)CSC1=O,-8.6,-3.1,10.6,-3.7,4.8,-1.6,-15.9,-2.5,-1.7
CCc1ccc(OCC(=O)OCC(=O)NCCNC(=O)COC(=O)COc2ccc(CC)cc2)cc1,13.9,-0.9,-2.5,4.1,5.9,-0.4,0.5,1.9,-16.2
COc1cccc(N2C(=O)CN(Cc3cc(OC)c(OC)c(OC)c3)C2=S)c1,3.3,-2.8,6.9,-1.8,4.0,-3.0,3.2,-6.9,5.5

# As entered above:
# O=C(COC(=O)c1cccnc1Nc1cccc(C(F)(F)F)c1)NCCN1C(=O)CSC1=O @ SUMO HTRF inh: 10.6
# S=C(NCCc1ccc(Cl)cc1)NC1CCCCC1 @ CRFBP-R2 block: -27.6
# COc1cccc(N2C(=O)CN(Cc3cc(OC)c(OC)c(OC)c3)C2=S)c1 @ SUMO HTRF inh: 6.9
